High-throughput results deposited in PubChem BioAssay by several laboratories.
hDAT+cocaine – changed hDAT dopamine uptake under cocaine IC80, either direction, primary screen, cocaine antagonist project, cell-based, LLC-PK1 hDAT, [14C]-dopamine uptake, MLSMR | actives 1.3% (n = 110,000) | B-score at 10 µM | LLC-PK1 hDAT cells, [14C]-dopamine uptake with cocaine IC80; actives deviate in either direction | AID 449768, 2010 | Sodium-dependent dopamine transporter (Homo sapiens), Q01959;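 active = Z score or B-score, a plate-position-corrected score, falls beyond the plate's 99.7% confidence bounds, in either direction; inactive = both scores lie inside the 99.7% bounds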;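 note: scored against the spread of the other compound wells on the same plate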
Calb biofilm kill – clotrimazole potentiators killing Candida biofilms, primary screen, with clotrimazole, Alamar Blue. C. albicans biofilm + clotrimazole. inhibition, % at 6 µM. actives 0.14% (n = 85,000). AID 834, 2007;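 active = inhibition above 20%; inactive = inhibition below 20%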;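 note: preformed 24 hr biofilms exposed to compound for 48 hr; 0% = biofilm without compound and 100% = blank killed by clotrimazole plus chlorhexidine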
TNFa cytotox – cytotoxicity in TNFa-stimulated HUVEC, primary screen, cytotoxicity control for VCAM1 expression modulator project, imaging, Hoechst nuclei count. HUVEC TNFalpha-stimulated, Hoechst cell count. cell count reduction, % at 2 µM. actives 0.17% (n = 93,000);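 active = cell count reduction exceeding the screen mean by over 5 SD, scaled to untreated wells per plate, cut at about 78% in these data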;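 note: cells counted after 24 h of TNF alpha exposure following the 1 h pretreatment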
VCAM1 TNFa inh – inhibitors of TNFa-induced VCAM1 expression, primary screen, imaging, HUVEC, TNFa stimulus, immunofluorescence; HUVEC TNFa-induced VCAM-1 immunofluorescence, high-content imaging; inhibition, % at 2 µM; actives 0.48% (n = 95,000); AID 802, 2007;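 active = inhibition above the batch mean plus 3 SD, with images confirmed as a hit by eye, cut at about 37% in these data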;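 note: 0% = TNF-stimulated DMSO wells and 100% = unstimulated control wells; not every result past the cut was called active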
CYP2C19 act – human CYP2C19 activators, primary screen, biochemical, luminescence | 96,000 tested, under 10 active | recombinant CYP2C19, luciferin-H EGE luminescence; stronger effect = higher value; 0 = fully inhibited enzyme, 1 = untreated enzyme | Cytochrome P450 2C19 (Homo sapiens), P33261 | activation factor at 5 µM;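 active = activation factor of at least 2 at 5 µM in the primary screen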;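 note: 0 = wells with 2.5 mM tranylcypromine and 1 = vehicle-only wells; values of inactives mirror those of a sister screen read the other way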
Target sequence (P33261 whole entry, looked up): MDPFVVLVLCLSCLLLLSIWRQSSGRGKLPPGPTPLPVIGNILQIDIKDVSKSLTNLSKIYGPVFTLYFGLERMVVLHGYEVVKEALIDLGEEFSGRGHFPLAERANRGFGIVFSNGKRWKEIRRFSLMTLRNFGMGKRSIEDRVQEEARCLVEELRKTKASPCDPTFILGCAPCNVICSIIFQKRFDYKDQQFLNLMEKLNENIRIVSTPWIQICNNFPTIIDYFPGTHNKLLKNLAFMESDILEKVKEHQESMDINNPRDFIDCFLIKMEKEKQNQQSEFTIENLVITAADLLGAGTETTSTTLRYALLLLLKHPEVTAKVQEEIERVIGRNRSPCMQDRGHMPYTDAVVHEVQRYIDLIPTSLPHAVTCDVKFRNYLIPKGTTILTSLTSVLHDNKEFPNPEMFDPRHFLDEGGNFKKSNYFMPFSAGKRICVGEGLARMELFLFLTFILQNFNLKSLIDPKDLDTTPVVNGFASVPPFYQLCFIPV
CYP2C19 inhib – blockers of cytochrome P450 2C19 activity – biochemical, luminescence, ADME assay, primary screen; P33261; CYP2C19 Supersomes, luciferin-H EGE luminescence, 30 min; inhibition, % at 5 µM; actives 21% (n = 96,000); AID 778, 2007;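 active = CYP2C19 inhibition above a set limit at 5 µM in the primary screen, cut at about 50% in these data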;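 note: plate controls were negative control wells for no effect and 2.5 mM tranylcypromine positive control for full effect; values of inactives mirror those of a sister screen read the other way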
IL1B cytotox – cytotoxicity in IL-1B stimulated HUVEC, primary screen, cytotoxicity control for IL-1B NFkB translocation project, imaging, Hoechst nuclear count, IL-1B stimulus; actives 0.41% (n = 94,000); HUVEC cell count loss; cell count reduction, % at 2 µM;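 active = cell count reduction more than 3 SD above the screen-wide mean, cut at about 70% in these data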;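 note: normalized per plate to untreated control cells as the no-loss baseline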
CYP2C9 inh – blockers of cytochrome P450 2C9 activity – biochemical, luminescence, ADME assay, primary screen; P11712; CYP2C9 Supersomes, luciferin-H conversion; inhibition, % at 5 µM; actives 20% (n = 96,000); AID 777, 2007;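 active = blocking of liver enzyme CYP2C9 beyond about 50% at 5 µM, limit read from the data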; note: values of inactives mirror those of a sister screen read the other way
Target sequence (P11712 whole entry, looked up): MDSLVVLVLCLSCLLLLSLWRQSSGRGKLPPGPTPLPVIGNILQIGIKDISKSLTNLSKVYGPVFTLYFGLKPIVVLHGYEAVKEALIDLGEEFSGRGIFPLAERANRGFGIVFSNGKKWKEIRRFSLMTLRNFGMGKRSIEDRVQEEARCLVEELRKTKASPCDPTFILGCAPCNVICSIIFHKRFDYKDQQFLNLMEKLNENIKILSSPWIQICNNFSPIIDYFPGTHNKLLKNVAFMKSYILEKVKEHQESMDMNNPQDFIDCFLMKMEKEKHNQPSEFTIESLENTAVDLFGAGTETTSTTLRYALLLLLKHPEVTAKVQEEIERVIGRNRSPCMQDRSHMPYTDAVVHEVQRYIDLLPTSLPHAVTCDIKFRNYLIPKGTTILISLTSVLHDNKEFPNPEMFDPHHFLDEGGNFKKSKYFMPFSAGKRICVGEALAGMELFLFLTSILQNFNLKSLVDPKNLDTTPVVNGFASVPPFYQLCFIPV
CYP2C9 act – human CYP2C9 activators, primary screen, biochemical, luminescence; activation factor at 5 µM; AID 1024, 2008; Cytochrome P450 2C9 (Homo sapiens), P11712; recombinant CYP2C9, luciferin-H conversion; stronger effect = higher value; factor 1 = untreated enzyme, 0 = blocked; actives 1.4% (n = 96,000);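 active = activation factor of 2 or more for CYP2C9 at a 5 µM dose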;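 note: 0 = sulfaphenazole-blocked wells and 1 = vehicle-only wells; values of inactives mirror those of a sister screen read the other way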
* marks the source's active call; other numbers are inactive results; x = not tested or not shown.

structure,hDAT+cocaine,Calb biofilm kill,TNFa cytotox,VCAM1 TNFa inh,CYP2C19 act,CYP2C19 inhib,IL1B cytotox,CYP2C9 inh,CYP2C9 act
Cc1ccc(Cl)cc1N1CCN(C(=O)CSc2nnc3n2C(C)(C)Cc2ccccc2-3)CC1,2,8,-4,-4,x,x,-23,x,x
Cn1cnnc1SCc1ccccc1,x,-7,36,21,1.1,-13,14,-22,1.2
C=CCn1cc(Cl)c(=O)n(CC=C)c1=O,0.16,6,5,9,1,3,2,1,1
Cc1c(C(N)=O)sc2ncn(CC(=O)OC(C)C)c(=O)c12,0.046,-4,-7,0,1,4,-5,8,0.9
Cc1ccc(NC(=O)COC(=O)C2=COCCO2)cc1,-0.97,x,-11,-10,1,4,-25,-12,1.1
COC(=O)CSc1ncnc2c1sc1nc(N3CCOCC3)c3c(c12)CCCC3,-0.016,1,-8,13,0.9,13,-22,31,0.7
Cc1cccc(N(CC(=O)N/N=C/c2cc([N+](=O)[O-])ccc2Cl)S(C)(=O)=O)c1C,0.4,x,-14,6,0.5,53*,8,33,0.7
COc1ccc(Cl)cc1NC(=O)CN1CCC(n2nnc3ccccc32)CC1,0.24,4,-19,1,x,x,-11,x,x
COc1ccc(OCC(=O)N2CCN(C(=O)c3ccco3)CC2)cc1,-0.29,3,-10,0,0.9,8,-7,8,0.9
CCN(Cc1ccccc1)C(=O)Cn1c(=O)n(CC(=O)NCc2ccco2)c(=O)c2sccc21,-0.4,6,12,9,0.9,15,-28,82*,0.2
Cc1cc(C)nc(SCC(=O)Nn2cnnc2)n1,0.88,5,x,x,1,2,x,16,0.8
CCOc1ccc(-n2c(=O)cc(N3CCN(c4ccc(F)cc4)CC3)[nH]c2=O)cc1,0.026,-2,7,6,1,2,13,2,1
CN(C)C(=O)c1cnc(Sc2ncc(C(F)(F)F)cc2Cl)n1C,-0.53,5,-12,10,0.7,27,10,-34,1.3
O=c1[nH]c(CN2CCCCC2)nc2c1C1(CCCCC1)Cc1ccccc1-2,-0.13,2,8,9,1,3,9,9,0.9
O=c1c2c(nc3nc(CCc4ccccc4)[nH]n13)CCC2,-0.0062,1,-41,-31,1.1,-10,0,20,0.8
CC(C)CN(CC(C)C)C(=O)C12CCC(C)(C(=O)O1)C2(C)C (stereo unspecified),-0.86,3,-15,-6,x,x,19,x,x
C=CCNc1nnc(-c2ccncc2)s1,1.2,6,-7,2,0.2,77*,-14,7,0.9
CCCOc1ccc(CN(CCO)CCO)cc1C(=O)OC,-0.015,-3,-6,0,1,1,-21,11,0.9
COc1cc2c(cc1OC)C(c1ccc(-c3cc(Cl)ccc3Cl)o1)=NCC2,0.71,5,-8,-4,0.3,73*,9,89*,0.1
CCN(Cc1nc2cc(OC)c(OC)cc2c(=O)[nH]1)C(=O)c1ccc(S(=O)(=O)N(C)C)cc1,-0.44,6,-48,8,0.7,30,-25,54*,0.5
CCOc1cc(/C=C2/NC(=S)NC2=O)ccc1OCc1ccc([N+](=O)[O-])cc1,1.4,x,-6,-1,1,4,-12,14,0.9
O=C(NCc1ccco1)c1cc2sccc2n1Cc1ccccc1,-0.96,1,0,10,x,x,-10,x,x
COc1ccccc1-n1cnc2cc(NC(C)=O)ccc21,-0.51,2,3,11,0.7,26,-18,-26,1.3
CCOC(=O)N1CCN(c2nc(-c3ccc(Cl)cc3)cs2)CC1,-1.2,-1,x,x,0.8,17,x,-1,1
Nc1c(C(=O)CCC(=O)O)oc2ccc(Cl)cc12,0.62,12,-9,16,0.9,10,-32,6,0.9
O=C(CN1C(=O)CSC1=O)N1CCCCC1,-0.43,1,x,24,x,x,-47,x,x
O=C1C2C3CCCC3=C3CCCC3C2C(=O)N1c1ccccc1 (stereo unspecified),0.8,1,-17,0,0.7,33,-4,35,0.7
CCOC(=O)N1CCN(CC(=O)Nc2cc3c(cc2C(C)=O)OCO3)CC1,1.2,5,x,x,0.8,15,x,80*,0.2
COc1ccc(C2C(C(=O)Nc3cccnc3)=C(C)Nc3nc(-c4cccs4)nn32)cc1 (stereo unspecified),-1.1,0,-31,17,x,x,-1,x,x
CC(=O)Nc1sc2c(c1C(=O)N1CCOCC1)CCCCC2,-1.1,2,-17,19,0.9,6,10,6,0.9
Cn1c(SCC(=O)NCc2ccco2)nc2ccccc2c1=O,-0.17,6,3,1,1,4,18,17,0.8
CC(C)C(=O)N1CCN(c2ccccc2NC(=O)c2cccc(Cl)c2)CC1,0.36,-2,-4,-4,0.8,22,-29,30,0.7
COC(=O)c1cc(-c2cccc(OC)c2)on1,x,x,-6,0,1,-3,5,10,0.9
Cc1nc2c(c3c1[nH]c1ccccc13)C(=O)CC(C)(C)C2,1.8,x,-3,12,0.6,39,11,-183,2.8*
CCC(c1nnc(SCC(=O)Nc2ccc(C(=O)Nc3ccccc3OC)cc2)o1)N(C)C (stereo unspecified),-0.17,1,14,-4,0.6,35,10,-57,1.6
COc1ccc(CNC(=O)c2ccc(NC(=O)CC3SC(N4CCCC4)=NC3=O)cc2)cc1 (stereo unspecified),1.2,x,-32,-1,0.9,13,12,-2,1
CN(Cc1nc(-c2ccccn2)no1)S(=O)(=O)c1ccccc1,1,-1,11,-1,0.4,64*,-74,15,0.8
CCN(CC)S(=O)(=O)c1ccc2oc(C(=O)O)c(C)c2c1,-0.79,3,-10,5,1,-4,-47,77*,0.2
CSc1nc2c(c(=O)n1C)SC(C)C2 (stereo unspecified),-0.83,8,-2,-10,0.7,27,-18,27,0.7
O=C1c2ccccc2-c2cccc(NS(=O)(=O)c3ccc(C(F)(F)F)cc3)c21,-1,x,14,-16,1,2,-3,88*,0.1
CCOC(=O)c1ccc(N2C(=O)c3n[nH]c(C)c3C2c2ccc(OC)cc2)cc1 (stereo unspecified),1.3,6,-30,7,0.1,90*,3,93*,0.1
COc1ccc(C)cc1NC(=O)Nc1ccccc1,0.23,-2,-37,-25,0.7,29,-9,16,0.8
Cc1cccc(C)c1NC(=O)c1sccc1SCc1cccc(C(F)(F)F)c1,0.79,x,-4,8,0.3,69*,-3,73*,0.3
CC1(C)Cc2nc3[nH]c(=S)n(-c4ccccc4)c(=O)c3cc2CO1,0.47,x,-10,-1,x,x,-3,x,x
S=C1NCCOCCOCCOCCOCCNC(=S)NCCOCCOCCOCCOCCN1,-0.00032,5,9,-4,x,x,15,x,x
CCC(=O)Nc1nnc(CCc2ccccc2)s1,0.31,1,4,6,x,x,49,x,x
Cc1cc(N2C(=O)C(=O)/C(=C(/O)c3ccc(F)cc3)C2c2ccc(Cl)cc2)no1 (stereo unspecified),0.54,3,x,x,1,3,-6,57*,0.4
O=C(NCc1ccco1)C1(c2ccc(Cl)cc2)CCCC1,-0.35,4,-6,3,0.6,40,-6,59*,0.4
Cc1cc(N2C(=O)CC(Cc3ccc(Cl)cc3)C2=O)no1 (stereo unspecified),-0.13,3,-2,-12,0.9,14,-5,6,0.9
Cc1ccc(-c2cc(C(=O)NCc3ccccn3)no2)cc1,0.42,8,-33,12,0.5,46,-3,47,0.5
Fc1ccccc1CSc1nc2ncccc2[nH]1,-1.2,x,-11,-32,0.3,66*,-71,36,0.6
COc1ccc(OC)c(S(=O)(=O)Nc2ccc(OCC(=O)O)cc2)c1,-2,8,-42,14,1,-4,0,2,1
CCCc1nnc(NC(=O)CCC(=O)N2CCN(c3ccccn3)CC2)s1,0.27,x,-32,21,1,-2,-7,13,0.9
CNCCOc1ccccc1C(C)(C)C,0.17,6,5,-13,1.2,-15,-11,-14,1.1
O=C(Nc1ccc2c(c1)C(=O)N(CC1CCCO1)C2=O)c1ccc(Cl)c(Cl)c1 (stereo unspecified),x,2,-5,-17,1.3,-27,-18,26,0.7
O=C(CCSc1nnc2scc(-c3ccccc3)n12)NCc1ccc2c(c1)OCO2,0.58,-1,0,28,0.6,38,-45,46,0.5
Cc1nn(C)c(C)c1NC(=O)CSc1nc(C2CC2)nc2c1cnn2-c1ccccc1,-0.68,-3,16,-5,1,1,8,44,0.6
CCCCn1nnnc1NCc1ccc(N(CC)CC)cc1,x,-2,4,10,0.3,74*,20,50,0.5
Cc1ccccc1C1C(C#N)=C2N=C(N)c3c(sc4c3CCCCC4)N2C2=C1C(=O)CCC2 (stereo unspecified),2.1,x,-5,-10,0.9,14,-15,36,0.6
Cc1cnc(NC(=O)CSc2ccccc2)s1,-0.082,x,-14,13,0.7,32,-15,16,0.8

(further entries)
structure,hDAT+cocaine,Calb biofilm kill,TNFa cytotox,VCAM1 TNFa inh,CYP2C19 act,CYP2C19 inhib,IL1B cytotox,CYP2C9 inh,CYP2C9 act
N#CC1=C(N)OC2=C(C(=O)CCC2)C1Cc1ccccc1 (stereo unspecified),1.7,3,-8,15,x,x,-52,x,x
CCC1SC(=NC(=O)c2ccc(Cl)c(Cl)c2)NC1=O (stereo unspecified),-0.52,-2,-19,-3,1,-3,-11,58*,0.4
COc1ccc(C)cc1NC(=O)CNC(=O)Cn1ccc2ccccc2c1=O,-9*,x,-6,2,x,x,20,x,x
COc1ccc(-c2cc(C(F)(F)F)n3nc(C(=O)O)nc3n2)cc1,x,6,-17,9,1.1,-15,-20,-7,1.1
CCCSc1nc(NCc2ccco2)c2c3c(sc2n1)COC(C)(C)C3,1.3,1,5,-4,0.6,39,-12,56*,0.4
C=CCC(=O)OCC(=O)Nc1ccc(Oc2ccccc2)cc1,x,1,10,0,0.9,6,-14,-6,1.1
Cc1nc(SCn2nnc3ccccc3c2=O)nc(C)c1C,-0.18,9,x,x,0.2,75*,x,8,0.9
CCOc1ccc(N2CC(=O)N/C2=N\c2nc(C)cc(C)n2)cc1,-0.15,-2,-6,1,1.1,-7,2,-4,1
Cc1cc(CNC(=O)c2cc(Br)ccc2Cl)nn1C,-0.18,6,-2,6,1,3,-12,-6,1.1
C=CCNc1nc2c(c(=O)[nH]c(=O)n2C)n1CCCCC,0.82,5,0,4,0.9,6,-39,9,0.9
COc1ccc2[nH]c(C)c(CN3CCC(C)CC3)c(=O)c2c1,0.013,5,x,x,1.2,-15,x,-11,1.1
COC(=O)C1=C(N)Oc2cc(C)n(CCN3CCOCC3)c(=O)c2C1c1cccnc1 (stereo unspecified),-0.36,7,-38,14,0.3,71*,-3,30,0.7
Cc1ccnc(NC(=O)c2ccc(NC(=O)c3ccco3)cc2)c1,-0.21,4,-19,2,0.9,13,-17,-1,1
CCOc1ccccc1NC(=O)CN(c1nccs1)S(=O)(=O)c1ccc(N)cc1,-0.75,9,-13,1,1.1,-11,25,25,0.7
